Source: PubChem
CDK5 p35 inh – inhibitors of human CDK5/p35 kinase, primary screen, biochemical, single concentration | Recombinant CDK5/p35, ADP-Glo luminescence, 60 min | inhibition, % at 10 µM | 330,000 compounds, 0.01% hits;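 active = highest replicate inhibition of at least 50% and at least 75% of replicates reaching 50%; inconclusive = only one of the two criteria met; inactive = both criteria failed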;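 note: plate controls were DMSO neutral control for no effect and GW8510 at 10 µM for full effect; many of its hits are not listed in these tables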
Tat transport – E. coli Tat export inhibitors, primary screen, MC4100, TorA-mCherry reporter, fluorescence, single point; 340,000 compounds, 0.036% hits; inhibition, % at 10 µM; AID 488895, 2010;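 active = mean replicate inhibition at least 50% and at least half of replicates individually reaching 50%; inconclusive = only one of the two criteria met; inactive = neither criterion met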;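 note: exported cargo escapes ClpAP degradation while cytoplasmic cargo is degraded and loses fluorescence; 0% = median of neutral control wells and 100% = median of NaSCN control wells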
RTF Ca sens act – cardiac RTF calcium sensitivity activators, primary screen, biochemical, IANBD-TnC fluorescence, EC20 calcium. 340,000 compounds, 0.24% hits. IANBD-labeled TnC RTF fluorescence at EC20 calcium; 0% EC20 calcium, 100% full calcium. activation, % at 7.2 µM. Troponin I, cardiac muscle (Homo sapiens) + Troponin T, cardiac muscle (Homo sapiens) + …;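 active = activation above the mean over all tested compounds plus 3 SD, cut at about 30% in these data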;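 note: rise in fluorescence read as greater calcium sensitivity of cardiac thin filaments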
V-ATPase pH – regulators of yeast V-ATPase proton pumping, primary screen, pHLuorin cytosolic pH fluorescence | 350,000 compounds, 0.37% hits | response, % at 10 µM | AID 504577, 2011 | S. cerevisiae; in the data active = response mostly above about 7.3%, no sharp cut-off; inactive = mostly below about 5.4%; note: actives read high; inactives centre near 0; some compounds called inactive have numbers as strong as hits
Rtt109 HAT inh – inhibitors of C. albicans Rtt109/Vps75 HAT, primary screen, biochemical, ThioGlo CoA-SH fluorescence, plate reader. purified Rtt109/Vps75, 4 h. inhibition, % at 34.9 µM. 330,000 compounds, 0.16% hits. AID 540336, 2011;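 active = inhibition of at least 50% in every replicate; inconclusive = best replicate reaches 50% inhibition but some replicates fall short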
Target sequence (Q5AAJ8 whole entry, looked up): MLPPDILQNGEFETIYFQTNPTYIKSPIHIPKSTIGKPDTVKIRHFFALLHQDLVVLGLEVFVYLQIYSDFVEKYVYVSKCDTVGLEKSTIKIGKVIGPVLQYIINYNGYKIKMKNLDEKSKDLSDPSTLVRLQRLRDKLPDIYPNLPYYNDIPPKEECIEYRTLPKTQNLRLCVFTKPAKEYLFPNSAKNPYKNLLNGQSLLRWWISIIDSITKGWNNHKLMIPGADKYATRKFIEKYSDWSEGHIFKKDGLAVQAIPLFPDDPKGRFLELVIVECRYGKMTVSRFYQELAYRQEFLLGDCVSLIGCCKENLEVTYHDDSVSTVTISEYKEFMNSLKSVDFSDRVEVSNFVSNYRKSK
MITF TRPM1 HTS – activators of MITF-driven TRPM1 promoter reporter, primary screen, cell-based, SK-MEL-5, luciferase, single point; SK-MEL-5 TRPM1-promoter luciferase, 24 h; % of positive control, neutral wells = 0; activation, % at 12.5 µM; 300,000 compounds, 0.75% hits; AID 588334, 2011;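 active = mean activation of at least 80% with every replicate also reaching 80%; inconclusive = mean reaches 80% but some replicate falls short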;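 note: 0% = neutral control wells and 100% = parthenolide positive control wells; values of inactives mirror those of a sister screen read the other way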
Wnt bcat act – Wnt/beta-catenin pathway activators, primary screen, cell-based, plate reader, single point; AID 743398, 2014; Wnt/beta-catenin reporter cell assay, activator; 300,000 compounds, 1.2% hits; activation, % at 9.35 µM; in the data active = activation above about 30%, passing the limit was not always enough; inconclusive = no clear call, values can overlap the other calls;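 note: 0% = neutral control wells and 100% = positive control wells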
CAL PDZ FP-1 – untagged CAL PDZ binding inhibitors, primary screen, biochemical, fluorescence polarization, HTS; 300,000 compounds, 0.92% hits; inhibition, % at 24.9 µM; AID 602252, 2012; purified CAL PDZ, TMR-peptide fluorescence polarization, 1 h; Golgi-associated PDZ and coiled-coil motif-containing protein (Homo sapiens), Q9HD26;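 active = mean inhibition of at least 30% with at least half of replicates also reaching 30%; inconclusive = no clear call, values can overlap the other calls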;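 note: 0% = DMSO neutral control and 100% = excess unlabeled competitor peptide PRC23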
CAL PDZ FP-2 – CAL PDZ peptide-binding inhibitors, primary screen, biochemical, fluorescence polarization, Cer-tagged CAL PDZ, HTS; AID 504414, 2011; purified CAL PDZ, TMR-peptide fluorescence polarization, 1 h; 330,000 compounds, 0.02% hits; inhibition, % at 20 µM; Golgi-associated PDZ and coiled-coil motif-containing protein (Homo sapiens), Q9HD26;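 active = highest replicate inhibition of at least 40%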;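 note: plate controls were DMSO neutral control wells for no effect and unlabeled competitor peptide control wells for full effect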
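Test system: purified CerCALP PDZ construct; Compound dosing: one concentration, 20 µM compound; Also added: TMR-labelled reporter peptide T*-PRC34 bound in PDZ groove; Read-out: inhibition from polarization loss; Controls: unlabelled peptide and DMSO controls; Signal: FP readout, S and P plane fluorescence; Incubation: 1 h at RT.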
dFosB act – activators of delta FosB homodimer, primary screen, biochemical, fluorescence polarization, TAMRA-CDK5 oligo, single point. purified delta FosB; percent of positive-control signal above neutral wells. AID 493131, 2011. activation, % at 25 µM. 340,000 compounds, 0.99% hits. Protein FosB (Mus musculus), P13346;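 active = mean activation above about 17%, with every replicate also reaching it, limit read from the data, passing the limit was not always enough; inconclusive = only one of the two conditions met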;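 note: fluorescence polarization rise as delta FosB binds a TAMRA Cdk5 AP-1 oligo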
Target sequence (P13346 whole entry, looked up): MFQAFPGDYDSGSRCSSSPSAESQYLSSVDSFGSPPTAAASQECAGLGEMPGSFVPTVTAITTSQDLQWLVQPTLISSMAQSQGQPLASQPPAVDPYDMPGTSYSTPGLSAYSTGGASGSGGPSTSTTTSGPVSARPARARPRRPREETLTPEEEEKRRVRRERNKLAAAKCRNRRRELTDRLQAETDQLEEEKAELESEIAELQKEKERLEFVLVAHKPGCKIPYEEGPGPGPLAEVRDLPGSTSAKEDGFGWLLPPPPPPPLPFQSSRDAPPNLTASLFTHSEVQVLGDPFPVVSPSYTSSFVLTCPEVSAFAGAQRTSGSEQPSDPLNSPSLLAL
Active calls of the source: *; u = inconclusive; x = no result given. Rows are unselected (roughly 4.1% active in at least one column).

RTF Ca sens act	V-ATPase pH	dFosB act	CDK5 p35 inh	Tat transport	Wnt bcat act	CAL PDZ FP-1	MITF TRPM1 HTS	Rtt109 HAT inh	CAL PDZ FP-2	Molecule
-5.4	1.2	-0.5	-0.1	3.1	-1.8	-3.1	9.6	3.2	-0.6	O=c1[nH]nc(Cc2ccc(Cl)cc2)c2ccccc12
9.3	4.0	-10.1	-1.9	-3.4	1.3	-0.9	-8.4	-2.4	0.2	CSCCC(NS(=O)(=O)c1ccc2c(c1)oc(=O)n2C)C(=O)NC1CCCc2ccccc21 (stereo not given)
0.1	-0.4	-2.2	1.7	6.1	2.8	-1.4	-4.8	1.9	-0.6	CC(C)NC(=O)COC(=O)c1cc(Br)ccc1Cl
0.2	-0.6	-0.2	0.9	-5.8	-0.1	38.8*	x	-2.8	-1.2	COc1cccc(C(=O)NC2CC3CCC(C2)N3Cc2ccccc2)c1 (stereo not given)
-2.2	3.9	0.2	0.3	-8.2	-1.8	x	-0.9	16.3	-0.5	COc1cc(/C=C2/SC(=S)N(CCC(=O)Nc3ccc(C(=O)O)cc3)C2=O)cc(OC)c1OC
9.7	1.3	5.6	-0.9	-16.0	x	-0.8	-9.7	-2.9	x	O=C(Cn1nnc2ccccc21)OCC(=O)c1ccc(Cl)c(Cl)c1
-1.7	0.9	5.4	-0.6	-5.6	x	-0.7	x	-1.2	0.5	O=C(CSc1nnc(-c2cccnc2)n1Cc1ccco1)NCc1ccc2c(c1)OCO2
x	0.8	5.0	-5.3	0.0	-1.1	2.8	-1.1	-0.1	0.2	O=C1/C(=C/c2ccc(Cl)cc2)NC(=S)N1Cc1cccnc1
0.5	4.6	1.6	-10.5	0.0	24.2	1.3	x	-5.7	-1.1	COc1ccc2nc(SCC(=O)N3CCNC3=O)[nH]c2c1
-10.8	-5.0	-6.2	-1.4	9.7	x	-5.4	-16.3	26.2	-1.3	O=C(/C(=C/c1ccccc1)c1ccccc1)N1CCCCC1
-1.7	-2.1	-4.5	0.0	0.1	-3.1	0.0	-7.7	-5.0	-0.3	CSc1ccccc1NS(=O)(=O)c1ccc2c(c1)OCCO2
-2.6	-1.3	-1.8	0.5	-6.6	x	-3.3	-3.4	2.4	-0.8	Cc1c(CC(C)C)nc(N)c(C#N)c1-c1ccccc1
-2.2	-0.1	-5.3	-1.2	0.0	2.4	-3.3	31.6	10.1	-0.1	O=C1C=C(c2ccc(-c3ccccc3)cc2)C[C@@H](c2ccc3c(c2)OCO3)C1
0.7	-1.0	-7.1	-2.4	2.9	-1.8	-2.4	-10.7	7.9	-0.7	CCOc1ccc(S(=O)(=O)N/N=C(\C)c2ccc3c(c2)OCO3)cc1
0.1	0.1	-1.6	-3.9	-4.6	1.6	2.3	6.5	12.3	-0.8	CSc1ccc(/C=C2/C(=N)N3N=C(CC(=O)N4CCCC4)SC3=NC2=O)cc1
0.5	1.4	-1.3	1.4	1.5	x	-4.0	-3.0	x	-1.3	CCOC(=O)c1ccccc1NC(=O)CN1C(=O)c2ccccc2S1(=O)=O
2.5	-0.7	-2.9	-2.7	-8.5	1.4	-0.7	2.0	-11.6	0.6	CCCc1cc(C(=O)Nc2sc(C)c(C)c2C(=O)OCC)no1
2.5	2.1	-3.9	1.9	-4.2	3.9	-8.9	56.6	-5.0	-3.3	COCCn1c(C)cc(C(=O)COC(=O)c2ccc(Br)o2)c1C
3.6	-0.9	8.5	-0.6	0.8	-3.0	-4.6	-2.4	-10.4	-0.8	O=C1CC[C@H](N2C(=O)c3ccccc3C2=O)C(=O)N1
-4.6	2.3	-2.8	-0.6	13.0	2.8	-3.5	-18.4	9.5	2.5	CC(Sc1ccc(Cl)cc1)C(=O)Nc1ccccc1-c1ccccc1 (stereo not given)
2.2	-0.5	1.0	-1.1	1.1	x	-2.7	6.2	0.2	-1.9	COc1ccccc1NS(=O)(=O)c1ccc(Cl)c(NC(=S)NC(=O)C2CCCC2)c1
3.1	0.6	-1.1	1.6	0.4	0.8	-10.2	-6.3	3.4	-1.6	O=C(NCCc1ccccc1)C(=O)NCC1OCCN1S(=O)(=O)c1ccc2c(c1)OCCO2 (stereo not given)
-3.0	-1.4	3.3	0.0	4.0	-1.6	-5.7	2.5	1.8	-2.1	COc1cc(C)c(C(=O)Oc2cc(C)c(C(=O)O)c(O)c2)c(O)c1
7.9	-1.2	-1.5	0.2	5.5	x	1.2	36.3	-8.4	-0.3	Cc1cc(NC(=O)c2cccc(F)c2)no1
1.7	-6.5	-8.0	-0.5	-3.7	x	-2.9	35.3	-4.1	-0.3	COc1ccc(N2CCN(c3ncccn3)CC2)cc1
7.5	2.6	-4.6	-0.3	13.6	-3.7	2.5	2.1	1.9	x	Nc1nc(NC(=O)/C=C\C(=O)O)nn1-c1ccccc1
2.6	-1.8	-22.9	0.4	7.6	x	-4.8	-16.2	u	-5.7	Cc1nc(N2CCN(Cc3nc4ccccc4[nH]3)CC2)c2oc3ccccc3c2n1
-5.0	-2.7	4.6	1.0	6.7	-0.8	2.9	-8.7	4.1	-0.1	CCC(C)C(=O)Nn1c(C2CC2)nc2cc(OC)c(OC)cc2c1=O (stereo not given)
-1.8	-4.0	-8.8	-0.2	-1.2	2.2	7.4	0.4	-4.4	-0.5	NC(=O)c1ccc(NC(=O)C2CCCC2)cc1
3.2	-0.3	-4.8	0.0	-0.2	-2.8	-1.2	x	-2.3	0.9	O=C(NNc1c2ccccc2nc2ccccc12)c1ccccc1Cl

Some of the entries above, reformatted.
mol | RTF Ca sens act | V-ATPase pH | dFosB act | CDK5 p35 inh | Tat transport | Wnt bcat act | CAL PDZ FP-1 | MITF TRPM1 HTS | Rtt109 HAT inh | CAL PDZ FP-2
CC(Sc1ccc(Cl)cc1)C(=O)Nc1ccccc1-c1ccccc1 (stereo not given) | -4.6 | 2.3 | -2.8 | -0.6 | 13.0 | 2.8 | -3.5 | -18.4 | 9.5 | 2.5
COc1ccccc1NS(=O)(=O)c1ccc(Cl)c(NC(=S)NC(=O)C2CCCC2)c1 | 2.2 | -0.5 | 1.0 | -1.1 | 1.1 | x | -2.7 | 6.2 | 0.2 | -1.9
O=C(NCCc1ccccc1)C(=O)NCC1OCCN1S(=O)(=O)c1ccc2c(c1)OCCO2 (stereo not given) | 3.1 | 0.6 | -1.1 | 1.6 | 0.4 | 0.8 | -10.2 | -6.3 | 3.4 | -1.6
COc1cc(C)c(C(=O)Oc2cc(C)c(C(=O)O)c(O)c2)c(O)c1 | -3.0 | -1.4 | 3.3 | 0.0 | 4.0 | -1.6 | -5.7 | 2.5 | 1.8 | -2.1
Cc1cc(NC(=O)c2cccc(F)c2)no1 | 7.9 | -1.2 | -1.5 | 0.2 | 5.5 | x | 1.2 | 36.3 | -8.4 | -0.3
COc1ccc(N2CCN(c3ncccn3)CC2)cc1 | 1.7 | -6.5 | -8.0 | -0.5 | -3.7 | x | -2.9 | 35.3 | -4.1 | -0.3
Nc1nc(NC(=O)/C=C\C(=O)O)nn1-c1ccccc1 | 7.5 | 2.6 | -4.6 | -0.3 | 13.6 | -3.7 | 2.5 | 2.1 | 1.9 | x
Cc1nc(N2CCN(Cc3nc4ccccc4[nH]3)CC2)c2oc3ccccc3c2n1 | 2.6 | -1.8 | -22.9 | 0.4 | 7.6 | x | -4.8 | -16.2 | u | -5.7

Continued:
RTF Ca sens act	V-ATPase pH	dFosB act	CDK5 p35 inh	Tat transport	Wnt bcat act	CAL PDZ FP-1	MITF TRPM1 HTS	Rtt109 HAT inh	CAL PDZ FP-2	Molecule
-4.4	2.8	-6.9	-0.4	0.9	-0.1	-6.2	-7.2	-0.6	0.6	NNC(=O)c1cc2ccccc2cc1NS(=O)(=O)c1ccccc1
4.2	-3.3	2.7	-0.3	1.8	x	-6.3	16.8	10.0	-1.5	Cc1nn(-c2ccccc2)c(Cl)c1/C=C1\SC(=S)N(C)C1=O
-1.1	3.4	-8.1	-0.8	6.5	x	x	-0.3	23.6	-1.0	N#CC1=C(N)Oc2n[nH]c(-c3ccncc3)c2C1c1ccsc1 (stereo not given)
-3.0	1.5	-3.5	1.0	2.1	-3.0	-0.5	0.7	1.7	-1.9	O=C1C=C(c2ccc(O)cc2)C[C@@H](c2ccc3c(c2)OCO3)C1
-0.1	3.1	0.0	-0.5	-6.4	x	-3.4	x	x	-2.4	CC1CCCCN1C(=O)Nc1cccc(Cl)c1 (stereo not given)
-8.4	-2.5	-5.0	-0.2	0.2	-6.9	-0.5	2.5	7.3	-2.7	CN1N=C(c2ccc(Cl)cc2)CC(c2ccc(Cl)cc2)C1=O (stereo not given)
-9.7	3.3	-33.0	2.0	-4.3	x	1.7	2.0	3.4	0.4	CC(=O)Oc1ccc(-c2cccc(C(=O)OCC(=O)Nc3ccccc3Oc3ccccc3)c2)cc1
14.7	-1.7	-0.4	-1.9	6.6	x	-2.6	-5.8	-10.5	0.4	Cc1ccc(C)c(NC(=O)CSc2nc3ccc(N4C(=O)c5ccccc5C4=O)cc3s2)c1
5.0	2.1	2.2	1.9	19.4	x	-2.2	7.9	1.2	-1.4	COc1cnn(-c2ccccc2)c(=O)c1SCc1ccc(Cl)cc1Cl
11.5	2.0	-1.3	3.0	-6.5	8.3	0.2	73.8	-10.3	0.8	CC(C)N1CC(O)=C(c2nc3ccccc3[nH]2)C1=N
-3.3	1.4	2.8	1.1	-2.6	x	-1.6	-4.2	-1.6	-2.5	O=C1C2C3CCC(C3)C2C(=O)N1Cc1ccco1 (stereo not given)
1.2	-1.6	-3.1	0.2	-5.0	x	-3.4	1.1	-1.5	-1.0	O=C(COC(=O)c1c2c(nc3ccccc13)/C(=C/c1cccc([N+](=O)[O-])c1)CCC2)NC1CCS(=O)(=O)C1 (stereo not given)
6.8	-4.3	-3.5	9.4	-3.7	6.3	-1.7	-2.2	6.7	-0.5	Cc1ccc(-n2nnc(-c3nccn3C)n2)cc1
